# Screening results as filed in PubChem BioAssay.
# PKM2 activator: qHTS Assay for Activators of Human Muscle isoform 2 Pyruvate Kinase. Pyruvate kinase PKM (Homo sapiens), P14618. purified PKM2, Kinase-Glo ATP luminescence, activation; response scale: 0% is enzyme alone, no compound. Potency, µM (series often up to 57.5 µM), without a hit: top-dose activation, usual class: activators. actives 0.34% (n = 260,000). AID 1631, 2009; further: potency means the concentration at half of the fitted maximal effect; on the % scale 0 is the no-effect control and ±100 the full control effect; nearly all actives have a fitted effect of over 55% in size
# Target sequence (P14618 whole entry, looked up, canonical isoform): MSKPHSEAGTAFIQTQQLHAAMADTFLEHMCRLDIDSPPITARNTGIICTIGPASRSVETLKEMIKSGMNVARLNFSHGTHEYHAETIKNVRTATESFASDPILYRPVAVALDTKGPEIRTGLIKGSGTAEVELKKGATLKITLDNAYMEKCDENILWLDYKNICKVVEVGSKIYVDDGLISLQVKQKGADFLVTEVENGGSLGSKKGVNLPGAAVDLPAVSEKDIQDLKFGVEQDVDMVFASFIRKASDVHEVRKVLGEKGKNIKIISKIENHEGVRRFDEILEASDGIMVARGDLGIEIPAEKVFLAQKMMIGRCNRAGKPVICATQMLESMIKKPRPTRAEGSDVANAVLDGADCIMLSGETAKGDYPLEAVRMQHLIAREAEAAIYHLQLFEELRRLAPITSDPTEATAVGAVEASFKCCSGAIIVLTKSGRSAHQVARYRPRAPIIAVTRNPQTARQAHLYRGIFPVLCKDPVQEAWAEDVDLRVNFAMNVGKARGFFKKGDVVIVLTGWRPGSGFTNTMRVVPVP
#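 hPK-M2, >95% pure; 0.1 mM ADP / 0.5 mM PEP final; imidazole pH7.2 buffer w/ 7 mM MgCl2, 50 mM KCl; 1 h RT; Kinase-Glo lum. Intermediate enzyme activity for dual inhibitor/activator qHTS.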
# USP2a block: qHTS Assay for Inhibitors of Ubiquitin-specific Protease USP2a Using CHOP2 as the Reporter | USP2 core, Ub-CHOP2 coupled fluorogenic reporter, 485/531 | Potency, µM (series often up to 38.3 µM), without a hit: at the top dose activity change, negative = inhibition, most hits filed as inhibitors | actives 0.01% (n = 330,000) | AID 463254, 2010 | Ubiquitin carboxyl-terminal hydrolase 2 (Homo sapiens), O75604;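 further: potency means the concentration at half of the fitted maximal effect; plate controls were DMSO wells for no effect and full inhibition by NEM control for full effect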
#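 Cell-free coupled assay: 10nM USP2 core preincubated 30min RT with compound in Tris-HCl pH 8.0/CaCl2/CHAPS buffer, then 25nM Ub-CHOP2 and 25nM reporter substrate; fluorescence (Ex 485/Em 531) read after 60min RT, normalized to NEM inhibition, concentration-response curves fitted.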
# ASM inhibitor: Inhibitors of Secretory Acid Sphingomyelinase (S-ASM): qHTS; Sphingomyelin phosphodiesterase (Homo sapiens), P17405; placental ASM, HMU-PC fluorogenic substrate, 60 min; Potency, µM (series often up to 57.5 µM), without a hit: at the highest dose activity change, negative = inhibition, most hits filed as inhibitors; actives 0.006% (n = 340,000); AID 504937, 2011; further: potency means the concentration at half of the fitted maximal effect
#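 Human placenta-derived ASM enzyme was preincubated with compound for 10 minutes at room temperature, then given fluorogenic substrate HMU-PC0 (9 uM final) for 60 minutes at 37 °C; a pH 10 stop preceded fluorescence reading at Ex 386/Em 447 nm.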
# Chronic BCR inh: qHTS Assay to Find Inhibitors of Chronic Active B-Cell Receptor Signaling | Potency, µM (series often up to 46.1 µM), without a hit: top-dose ratio change, negative = lower green/red ratio, usual class: inhibitors | actives 0.05% (n = 340,000) | AID 493014, 2011 | ABC-DLBCL IkBa-CBG/CBR reporter, luminescence ratio, 4 h; active means well fitted inhibition curve with a large enough effect in the signal ratio, with a control signal flat, not every such curve was filed as active; inconclusive means small, poorly fitted or top-dose-only effect, or effect the other way, or a change in a side signal; the % refers to the signal ratio;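 further: potency means the concentration at half of the fitted maximal effect; plate controls were basal doxycycline-induced cells for no effect and cells given 10 µM MG132 for full effect; MG132 reads +100%, hits lower the ratio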
#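 TMD8 ABC-DLBCL cells carrying doxycycline-inducible green luciferase fused to IkappaBalpha plus unfused red luciferase were exposed to compounds (up to 46 uM) for 4 hrs at 37C. Activity came from the overlap-corrected green/red luminescence ratio.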
# Mito fusion yeast: qHTS Assay for Small Molecule Inhibitors of Mitochondrial Division or Activators of Mitochondrial Fusion; S. cerevisiae fusion-defective mutant growth rescue, CellTiterGlo 48 h; Potency, µM (highest dose often 46.1 µM), without a hit: at the highest dose growth rescue (activation), usual class: activators; actives 0.23% (n = 320,000); AID 485298, 2010;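 further: potency means the concentration at half of the fitted maximal effect; % of control where 0% means no effect; nearly all actives have a fitted effect of over 45% in size; temperature-sensitive fusion mutants such as fzo1-1 at 37 °C on non-fermentable ethanol glycerol medium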
#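 Temperature-sensitive fusion-defective S. cerevisiae (e.g. fzo1-1, mgm1-5) were grown with compound in YPEG medium (3% ethanol, 3% glycerol) for 48 hours at 37C. Growth rescue was measured as viability by CellTiterGlo luminescence after 10 minutes at ambient.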
# GALK inhibitor: qHTS Assay for Inhibitors of Human Galactokinase (GALK) | P51570 | Purified GALK, Kinase-Glo residual ATP luminescence | actives 0.007% (n = 270,000) | Potency, µM (series often up to 57.5 µM), for the others: top-dose activity change, negative = inhibition, most hits filed as inhibitors; further: potency means the concentration at half of the fitted maximal effect; on the % scale 0 is the no-effect control and ±100 the full control effect
#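 GALK at 5 nM final was combined with compound, 35 uM ATP and 100 uM galactose in HEPES pH8.0 with MgCl2 and DTT. The reaction ran one hour at room temperature before luminescent ATP detection.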
# TSHR antagonist: Antagonists of the Thyroid Stimulating Hormone Receptor: HTS campaign. TSHR-expressing cells, TSH-stimulated cAMP HTRF, 2 h; stronger effect = lower value. activity change, negative = inhibition, % at 11.5 µM. actives 0.2% (n = 330,000). AID 504810, 2011;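 active means activity change below a set negative limit, meaning inhibition stronger than a set level, cut at about -70% in these data; inconclusive means activity change between two set negative limits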; further: on the % scale 0 is the no-effect control and ±100 the full control effect
#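 Read-out is FRET at 665 nm (cryptate excitation 337 nm) from a cryptate-tagged anti-cAMP antibody, competed by cell cAMP against cAMP-d2. Compounds are tested on freshly harvested TSHR cells challenged with 4nM TSH (EC80) for 2 hours at 37 deg C.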
# MBNL1-CUG inh: qHTS Assay for Inhibitors of MBNL1-poly(CUG) RNA binding | Potency, µM (top dose mostly 57.5 µM), for inactives: top-dose activity change, negative = inhibition, actives largely listed as inhibitors | Muscleblind-like protein 1 (Homo sapiens), Q9NR56 | actives 0.036% (n = 280,000) | TR-FRET MBNL1-His/biotin-(CUG)12 binding, 665/545 ratio | AID 2675, 2010; active means well fitted inhibition curve with a large enough effect in the signal ratio, with a control signal flat, not every such curve was filed as active; inconclusive means small, poorly fitted or top-dose-only effect, or effect the other way, or a change in a side signal; inactive means no such curve, though single readings can be large or run the other way; the % refers to the signal ratio; further: potency means the concentration at half of the fitted maximal effect; on the % scale 0 is the no-effect control and ±100 the full control effect
#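 His-tagged MBNL1 binding to biotinylated (CUG)12 RNA was measured by TR-FRET using terbium anti-His antibody (0.055 ng/ul final) and streptavidin-XL665 (5 nM final). Compounds were titrated 92 nM to 58 uM; 60 min at room temperature.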
# KCNH2 WT inh: qHTS for Inhibitors of KCHN2 3.1: Wildtype qHTS | U2OS, BacMam KCNH2, thallium flux FluxOr; stronger effect = lower value | activity change, % at 1.84 µM | actives 0.37% (n = 340,000);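 active means maximum activity change below -70%; inconclusive means maximum activity change between -70% and -50%; inactive means maximum activity change above -50%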; further: on the % scale 0 is the no-effect control and ±100 the full control effect
#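 U2OS cells transduced with wild-type KCNH2 virus are loaded with FluxOr dye for 45 min, and thallium flux is measured in kinetic reads before and after stimulation buffer. Rate constants are normalized to DMSO controls.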
# Eya2 phos inh: qHTS Assay for Inhibitors of the Phosphatase Activity of Eya2; Protein phosphatase EYA2 (Homo sapiens), O00167; recombinant Eya2, OMFP fluorescence dephosphorylation (OMFP is methylfluorescein phosphate); Potency, µM (series often up to 76.9 µM), without a hit: at the highest dose activity, negative = inhibition, actives largely listed as inhibitors; actives 0.006% (n = 330,000); further: potency means the concentration at half of the fitted maximal effect; on the % scale 0 is the no-effect control and ±100 the full control effect
# Target sequence (O00167 whole entry, looked up): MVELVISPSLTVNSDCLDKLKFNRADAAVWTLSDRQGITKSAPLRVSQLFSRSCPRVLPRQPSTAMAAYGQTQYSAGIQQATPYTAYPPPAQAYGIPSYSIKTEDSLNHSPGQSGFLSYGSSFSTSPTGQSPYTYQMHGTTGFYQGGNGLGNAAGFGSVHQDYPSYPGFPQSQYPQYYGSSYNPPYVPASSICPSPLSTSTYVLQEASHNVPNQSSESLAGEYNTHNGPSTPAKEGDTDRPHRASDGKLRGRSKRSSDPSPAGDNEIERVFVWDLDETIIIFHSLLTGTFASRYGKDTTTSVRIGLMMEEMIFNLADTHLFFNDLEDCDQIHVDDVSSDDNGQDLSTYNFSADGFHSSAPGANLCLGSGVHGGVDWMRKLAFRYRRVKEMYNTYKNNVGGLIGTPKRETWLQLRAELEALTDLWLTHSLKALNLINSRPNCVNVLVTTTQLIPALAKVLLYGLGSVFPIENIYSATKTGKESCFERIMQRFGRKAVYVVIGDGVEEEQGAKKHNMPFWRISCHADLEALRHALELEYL
#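 Eya2 protein (added as 0.2 uM solution) was preincubated with compound for 10 min at ambient temperature in 50 mM HEPES pH 7.5, 50 mM NaCl, 5 uM MgCl2, 0.05% BSA, 1 mM DTT. OMFP (added at 50 uM) then reacted 10 min; fluorescence read at 485/525 nm.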
# Menin MLL FP TR: qHTS Assay for Inhibitors Targeting the Menin-MLL Interaction in MLL Related Leukemias: Competition With Texas Red Labeled MLL-derived Mutant Peptide; Potency, µM (titrated, usually from 61.6 µM), without a hit: at the highest dose FP activity change, negative = inhibition, usual class: inhibitors; O00255; Menin + Texas Red MLL mutant peptide, fluorescence polarization; actives 0.23% (n = 270,000); AID 1768, 2009; active means well fitted inhibition curve with a large enough effect in the polarisation, with a control signal flat, not every such curve was filed as active; inconclusive means small, poorly fitted or top-dose-only effect, or effect the other way, or a change in a side signal; inactive means no such curve, though single readings can be large or run the other way; the % refers to the polarisation; further: potency means the concentration at half of the fitted maximal effect; % of control where 0% means no effect; many of its hits are not listed in these tables
# An asterisk follows results filed as active; ? = inconclusive; . = not tested or not shown; [ ] = remark or other dose. Unless noted, the call rests on the fitted dose curve; in most records, active means well fitted curve in the direction sought with a large enough effect; inconclusive means small, poorly fitted or top-dose-only effect, or another doubt; inactive means no such curve, though single readings can be large; an effect the other way counts as inactive or inconclusive. Only part of the results is shown; count on the stated rates, not on these rows.
SMILES,PKM2 activator,USP2a block,ASM inhibitor,Chronic BCR inh,Mito fusion yeast,GALK inhibitor,TSHR antagonist,MBNL1-CUG inh,KCNH2 WT inh,Eya2 phos inh,Menin MLL FP TR
COc1ccc(OC)c(NC(=O)CSc2nnc(CNC(=O)c3cc(OC)c(OC)c(OC)c3)o2)c1,.,-9.6%,-2.1%,0.4%,-1.5%,0.7%,-5.8,3.7%,-5.6,13.7%,.
O=C(CCCN1C(=O)c2cccc3cccc(c23)C1=O)N1CCN(Cc2ccc3c(c2)OCO3)CC1,0.2%,-5.1%,-7.3%,25.8%,1.5%,-0.9%,-3.5,?,7.5,-18.1%,20.1%
CC(C)C(=O)N1CCC2(CC1)Oc1ccc(Cl)cc1C(=O)C21CC(c2ccc(Cl)cc2)=NO1 (stereo not drawn),-5.4%,14.9%,-13.5%,-12.1%,-9.0%,-0.9%,-2.0,4.1%,-15.0,-0.2%,.
O=[N+]([O-])c1ccc(-c2ccc(/C=N/O)o2)cc1,-1.7%,0.6%,-2.9%,4.4%,14.0%,-1.6%,-4.4,?,-13.5,3.4%,.
COc1ccccc1C(=O)NC(=S)NNC(=O)c1sc2ccccc2c1Cl,-6.1%,-1.0%,-0.7%,?,-15.8%,-0.2%,-38.2,?,-8.5,17.7%,-0.2%
Cc1cc(C)c2nc(NC(=O)C3CC(=O)N(Cc4ccco4)C3)sc2c1 (stereo not drawn),-3.3%,1.1%,-2.8%,?,-7.8%,-3.2%,-19.4,-6.2%,1.6,-16.9%,-1.2%
CCn1cc(CN2CCC(C(=O)Nc3ccc(Oc4ccccc4F)cc3)CC2)c(C)n1,-0.3%,0.3%,0.2%,0.8%,-4.8%,-2.8%,-3.5,-0.4%,32.4,-3.5%,.
Cn1c(SCC(=O)Nc2ccccc2-c2ccccc2)nnc1-c1ccco1,-3.8%,1.2%,1.9%,1.8%,7.1%,0.2%,-4.4,-1.3%,1.0,18.8%[15.4 µM],-14.3%
COc1ccc(N(CC(=O)NC2CCCCC2)S(=O)(=O)c2c(C)[nH]c(=O)[nH]c2=O)cc1,8.0%,-1.0%,0.1%,21.1%,0.8%,4.3%,-4.5,2.3%,-10.1,3.8%,-8.6%
CCCOc1ccc(S(=O)(=O)Nc2ccccn2)c2ccccc12,2.1%,1.5%,2.8%,8.3%,1.3%,0.0%,2.3,2.4%,-6.6,8.3%,?
CC(C)CCNC(=O)COc1ccc2c(c1)C(=O)CC(C)(C)O2,4.1%,-0.1%,290.3%[activator],?,0.0%,-1.5%,-4.3,3.1%,0.1,-20.0%,.
COc1ccc(CNC(=O)CCS(=O)(=O)c2cccc3nonc23)cc1,12.9%,3.8%,-2.1%,1.5%,0.3%,0.2%,-5.6,?,1.7,-16.3%,13.8%
COc1ccc(N(CC(=O)NCc2ccco2)C(=O)CNS(=O)(=O)c2ccc(Cl)cc2)cc1,-5.4%,-0.9%,0.2%,-7.3%,-2.4%,-2.6%,-10.4,-9.0%,5.7,0.4%,-4.7%
COc1cccc([C@@H]2CC=C(C(=O)O)CN2S(=O)(=O)c2ccc(C)cc2)c1,.,-1.8%,12.1%,6.9%,-0.8%,.,-12.0,.,-6.1,5.4%,.
O=C(Cc1nnc(NC(=O)Nc2ccccc2)s1)NCc1ccccc1,22.7%,2.9%,3.0%,-8.6%,-2.3%,0.5%,4.0,-2.3%,-4.8,-2.4%,-17.5%
Cc1nn(CC(=O)Nc2ccc3c(c2)CCC3)c(C)c1[N+](=O)[O-],.,1.9%,1.3%,7.2%,-7.6%,.,-5.3,.,2.6,-2.0%,.
S=C(Nc1ccccc1Cl)N(Cc1ccccc1)Cc1ccccn1,-2.8%,-5.2%,-1.5%,?,17.8µM*,-1.2%,15.2,-1.0%,2.2,-21.0%,18.6%
Brc1ccc(C2Nc3cccc4cccc(c34)N2)o1,-1.5%,-0.6%,-3.8%,-5.6%,0.8%,4.3%,1.9,4.4%,9.0,4.9%,?
O=C(CC1C(=O)NCCN1C(=O)c1ccc(Cl)cc1)Nc1ccc(F)cc1 (stereo not drawn),-3.8%,0.4%,1.4%,-1.2%,-3.2%,-1.5%,-4.9,7.0%,15.3,-0.7%,.
CCCc1[nH]nc2c1C1(CCOC1C)C(C#N)=C(N)O2 (stereo not drawn),8.4%,-3.7%,3.7%,0.6%,-0.5%,7.2%,7.3,2.7%,-1.1,15.2%,-5.9%
NC(=O)c1ccc(N2CCN(c3ccc(O)cc3)CC2)c([N+](=O)[O-])c1,20.1%,1.8%,-5.8%,0.6%,3.4%,5.8%,-10.1,?,-1.6,-1.3%,?
NC(=O)COC(=O)c1ccc(Cl)c(S(=O)(=O)N(Cc2ccccc2)c2ccc(Cl)cc2)c1,-24.6%,-7.6%,-28.1%,?,19.8%,1.2%,38.7,3.5%,3.6,-4.9%,-0.9%
O=C(Cc1cccs1)NCc1cccc(F)c1,0.6%,-1.6%,2.9%,3.1%,-8.5%,-1.5%,2.6,-5.0%,-9.3,-4.7%,-1.2%
O=c1[nH][nH]cc1C=NCc1cccnc1,6.6%,16.5%,1.2%,0.1%,2.1%,-2.8%,4.4,0.2%,-12.4,4.0%,7.0%
CC1C(=O)CC(c2ccccc2)NC1c1ccccc1 (stereo not drawn),-2.1%,-1.2%,6.6%,-2.0%,3.5%,0.8%,-3.0,-7.1%,-6.0,-14.7%,-1.5%
CCC(=O)Nc1cccc(-c2nc3ncccc3o2)c1C,-2.9%,3.9%,1.0%,6.8%,5.0%,-7.5%,41.4,-3.8%,4.8,5.2%,1.4%
Cc1cccc(NS(=O)(=O)c2csc(C(N)=O)c2)c1C,.,5.8%,0.2%,-0.5%,0.5%,.,3.2,1.0%,1.3,2.1%,-2.6%
COc1ccc(C(=O)N/C(=C\c2cccs2)C(=O)N2CCN(C)CC2)cc1OC,.,?,2.0%,0.0%,-5.3%,4.2%,5.0,7.1%,2.6,-1.6%,.
CCOC(=O)C1=C(C)C2C3C(=O)N(c4ccc(C)cc4C)C(=O)C3C1(C)C1C(=O)N(c3ccc(C)cc3C)C(=O)C21 (stereo not drawn),5.4%,-0.1%,-2.1%,-2.6%,-2.7%,1.4%,7.3,-4.3%,-10.8,-1.7%,15.1%
CCCn1c(N)c(C(=O)CSc2nc3ccccc3c(=O)n2Cc2ccccc2)c(=O)[nH]c1=O,-3.3%,-0.6%,-2.8%,?,-10.1%,0.3%,-1.0,-1.5%,-9.0,4.4%,-3.2%
CCOc1ncccc1C(=O)OCc1c(Cl)cccc1Cl,-1.2%,-1.8%,-2.3%,?,5.9%,3.4%,0.0,.,2.1,-5.4%,-5.3%
CC(C)(C)n1nnnc1C(c1cccc(C#N)c1)N1CCN2CCCC2C1 (stereo not drawn),0.8%,-3.7%,4.3%,15.7%,-3.0%,1.5%,-1.6,2.5%,17.8,-33.9%,?
O=C(Nc1ccccc1-c1nc2ccccc2[nH]1)c1ccc(S(=O)(=O)N2CCCCC2)cc1,1.2%,3.3%,-2.2%,0.8%,-2.0%,.,-8.1,-4.8%,-16.1,14.0%,10µM*
